Screens as filed in PubChem.
GLS inh = blocks human kidney-isoform glutaminase activity; O94925; GLS enzymatic activity, qHTS titration; Potency, µM (top dose mostly 45.5 µM), without a hit: at the highest dose activity change, negative = inhibition, usual class: inhibitors; 410,000 compounds, 0.21% hits; AID 624170; note: potency is the fitted concentration of half-maximal effect; % is set by controls: 0 for no effect and ±100 for the full control effect
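Coupled fluorescence readout: glutamate oxidase/HRP/Amplex Red detect glutamate formed by hKGA from L-glutamine (1 mM solution added). Buffer 45 mM KH2PO4 pH 8.2, 0.02% Tween-20; reads at t0 and 30 min RT.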
JMJD2A Tudor = JMJD2A Tudor domain (human) inhibition; AlphaScreen JMJD2A-Tudor / H3K4me3 peptide binding; AID 504339; O75164; Potency, µM (top dose mostly 114 µM), for inactives: at the top dose activity change, negative = inhibition, usual class: inhibitors; 390,000 compounds, 4.4% hits; note: potency is the fitted concentration of half-maximal effect; % is set by controls: 0 for no effect and ±100 for the full control effect; nearly all actives have a fitted effect of over 50% in size
BAZ2B block = blocks human BAZ2B | AID 504333 | AlphaScreen BAZ2B-H3K14Ac peptide displacement | 360,000 compounds, 4.4% hits | Q9UIF8 | Potency, µM (highest dose often 114 µM), for inactives: at the highest dose activity change, negative = inhibition, most hits filed as inhibitors; note: potency is the fitted concentration of half-maximal effect; % is set by controls: 0 for no effect and ±100 for the full control effect; nearly all actives have a fitted effect of over 60% in size
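Compounds, titrated to a top concentration of 110 uM, were incubated 30 min at room temperature with preformed BAZ2B/acetyl-K14 H3 peptide complex (50 nM each). Proximity signal was measured by AlphaScreen after 20 min with beads.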
G9a inh = inhibitors of human histone lysine methyltransferase G9a. Q96KQ7. G9a H3K9 monomethylation, AlphaScreen, 2 h. Potency, µM (highest dose often 102 µM), inactives show at the highest dose activity, negative = inhibition, actives largely listed as inhibitors. 350,000 compounds, 8.8% hits; note: potency is the fitted concentration of half-maximal effect; % is set by controls: 0 for no effect and ±100 for the full control effect; nearly all actives have a fitted effect of over 75% in size
Target sequence (Q96KQ7 913-1193 limits assumed): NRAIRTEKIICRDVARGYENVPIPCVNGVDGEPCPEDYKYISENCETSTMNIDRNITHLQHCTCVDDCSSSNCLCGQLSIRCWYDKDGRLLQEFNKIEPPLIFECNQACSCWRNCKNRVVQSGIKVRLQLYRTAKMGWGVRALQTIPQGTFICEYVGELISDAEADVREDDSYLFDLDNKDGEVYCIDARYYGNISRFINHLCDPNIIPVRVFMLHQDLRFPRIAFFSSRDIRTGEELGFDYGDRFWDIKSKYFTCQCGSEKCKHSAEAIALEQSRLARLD
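Signal arises when biotinylated H3K9 peptide, once monomethylated, bridges streptavidin donor and antibody-captured acceptor beads. Enzyme at 20 nM was preincubated 15 min with test compounds; peptide 500 nM and SAM 20 uM then reacted for 2 h.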
Tb PGK inh = inhibitors of T. brucei phosphoglycerate kinase. Potency, µM (doses to about 57.5 µM), without a hit: at the top dose activity change, negative = inhibition, hits mostly inhibitors. P07378. 380,000 compounds, 0.043% hits. PGK/GAPDH coupled, Kinase-Glo luminescence, 60 min; note: potency is the fitted concentration of half-maximal effect; % is set by controls: 0 for no effect and ±100 for the full control effect; nearly all actives have a fitted effect of over 60% in size
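Luminescent ATP detection (Kinase-Glo Plus) follows a 60-minute room-temperature incubation, with wells lacking PGK as controls. Buffer: 100 mM TEA (pH 7.6), 5 mM MgCl2, 0.01% Tween-20. Coupling enzyme GAPDH (100 nM final) supplies unstable 1,3-BPG in-well.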
Pin1 inh = human Pin1 inhibition. Pin1 FP peptide displacement, HiFluor488, 10 min. Potency, µM (highest dose often 115 µM), for the others: at the top dose activity, negative = inhibition, hits mostly inhibitors. 390,000 compounds, 0.009% hits; active = well fitted inhibition curve with a large enough effect in the polarisation, with a control signal flat, not every such curve was filed as active; inconclusive = small, poorly fitted or top-dose-only effect, or effect the other way, or a change in a side signal; inactive = no such curve, though single readings can be large or run the other way; the % refers to the polarisation; note: potency is the fitted concentration of half-maximal effect; % is set by controls: 0 for no effect and ±100 for the full control effect
HP1b binding inh = inhibitors of HP1-beta chromodomain binding to methylated histone tails; AID 540317; 390,000 compounds, 0.56% hits; P83916; Potency, µM (top dose mostly 114 µM), for the others: top-dose activity change, negative = inhibition, usual class: inhibitors; AlphaScreen HP1-beta / biotin-H3K9me3 peptide binding; note: potency is the fitted concentration of half-maximal effect; nearly all actives have a fitted effect of over 70% in size; inactives centre near 23
Target sequence (P83916 whole entry, looked up): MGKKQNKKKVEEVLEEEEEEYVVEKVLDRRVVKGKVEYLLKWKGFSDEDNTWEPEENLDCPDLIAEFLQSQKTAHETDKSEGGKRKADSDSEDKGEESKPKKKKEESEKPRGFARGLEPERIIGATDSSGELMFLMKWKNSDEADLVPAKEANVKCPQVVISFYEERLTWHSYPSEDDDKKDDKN
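HP1-beta protein (50 nM final) preincubated 30 min at room temperature with biotinylated H3(1-18)K9me3 peptide (50 nM) in PBS pH 7.4, 0.01% Tween-20, then compound added for 30 min. AlphaScreen streptavidin donor/nickel chelate acceptor beads (10 ug/mL final), 30 min dark, luminescence read.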
POLH inh = DNA polymerase eta (human) inhibition; Potency, µM (highest dose often 114 µM), without a hit: top-dose activity change, negative = inhibition, usual class: inhibitors; 390,000 compounds, 1.2% hits; Q9Y253; recombinant Pol eta, fluorescent DNA replication assay; note: potency is the fitted concentration of half-maximal effect; % is set by controls: 0 for no effect and ±100 for the full control effect
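Pol eta at 10 nM preincubated with compounds 15 min at room temperature; reaction started with fluorescent substrate (50 nM final) and read kinetically at 0 and 10 min.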
PI4K2A block = inhibitors of human PI4K2A | Q9BTU6 | purified PI4K2A, ADP-Glo luminescence, 1 h; active compounds read low | activity change, negative = inhibition, % at 76.9 µM | 420,000 compounds, 0.13% hits | AID 1346378; in the data active = activity change below about -50%; inconclusive = mostly about -30% to -49%;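 note: -100% = wells without enzyme as full effect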
Target sequence (Q9BTU6 whole entry, looked up): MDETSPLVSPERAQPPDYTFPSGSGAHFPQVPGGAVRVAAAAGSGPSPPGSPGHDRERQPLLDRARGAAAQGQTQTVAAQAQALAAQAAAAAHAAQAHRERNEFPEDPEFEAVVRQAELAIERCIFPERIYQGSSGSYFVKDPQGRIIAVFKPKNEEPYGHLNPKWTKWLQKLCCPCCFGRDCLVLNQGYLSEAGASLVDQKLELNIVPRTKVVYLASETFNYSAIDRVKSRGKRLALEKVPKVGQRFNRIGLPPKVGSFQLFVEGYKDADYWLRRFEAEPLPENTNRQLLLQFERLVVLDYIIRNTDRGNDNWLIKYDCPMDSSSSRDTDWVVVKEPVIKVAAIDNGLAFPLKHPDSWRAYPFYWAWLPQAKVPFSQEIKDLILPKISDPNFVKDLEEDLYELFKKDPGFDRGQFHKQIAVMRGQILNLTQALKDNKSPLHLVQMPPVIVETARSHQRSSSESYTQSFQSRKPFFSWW
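PI4K2A activity was measured by ADP-Glo luminescence: enzyme (4 ug/mL stock) and phosphatidylinositol (1.2 mM stock) in Tris pH 7.5/MgCl2/EGTA/Triton X-100 buffer were reacted with ATP (300 microM stock) for one hour at ambient temperature.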
* = called active by the depositor; i = inactive; ? = inconclusive; / = no result given; & = joins results of further samples; ! = a repeat was not active; [ ] = remark or other dose. Unless noted, calls come from the whole dose curve; as a rule, active = well fitted curve in the direction sought with a large enough effect; inconclusive = small, poorly fitted or top-dose-only effect, or another doubt; inactive = no such curve, though single readings can be large; an effect the other way counts as inactive or inconclusive. Not all compounds are listed (hit frequency here may not be typical).

GLS inh	smiles	JMJD2A Tudor	BAZ2B block	G9a inh	Tb PGK inh	Pin1 inh	HP1b binding inh	POLH inh	PI4K2A block
0%	COc1cccc(-c2cc(C(=O)N3CCN(Cc4ccccc4)CC3)no2)c1	-28%	-9%	-45%	-2%	-2%	12%	-4%	10
12%	Cc1c(NC(=O)C2CCCO2)cccc1[N+](=O)[O-] (stereo not given)	3%	7%	1%[59 µM]	1%	6%	8%	5%	1
-2%	CC(Sc1nnc2n1CCCCC2)C(=O)Nc1ccccc1[N+](=O)[O-] (stereo not given)	2%	/	/	-8%	0%	42%[activator]	-7%	-2
-2%	O=C(NNC(=O)C1CCCCC1)c1ccco1	8%	-5%	-11%[59 µM]	-1%	5%	20%	-5%	9
29%	COc1ccc(CCN2C(=O)CC(NNC(=O)c3ccccc3Br)C2=O)cc1 (stereo not given)	-8%	1%	22%	2%	-7%	22%	-7%	3
-2%	COc1ccc2[nH]c3c(c2c1)CCN1C(=O)C(CC(=O)NCc2cccc(C(F)(F)F)c2)C[C@H](C(=O)N2CCCCC2)[C@@]31CCc1ccccc1 (stereo not given in full)	-34%	/	/	0%	?	-6%	-11%	1
0%	COC(=O)c1ccc(C2C(C(=O)c3cc4ccccc4o3)=C(O)C(=O)N2c2cc(C)on2)cc1 (stereo not given)	?	-22%	45µM*	-2%	43%[activator]	-8%[57 µM]	1%	-1
3%	COc1ccc(-c2cc(=O)oc3cc(OCC(=O)NCC4CCC(C(=O)O)CC4)ccc23)cc1 (stereo not given)	-16%	-16%[57.1 µM]	?	10%	2%	21%	-6%	-3
-20%	O=C(COC(=O)CNC(=O)C1CCCCC1)Nc1ccc2ccccc2c1	-4%[11.4 µM]	-36%	9%	-7%	-2%	-6%	-10%	-7
12%	COc1ccc(C2=[N+](C)CCn3cccc32)c(OC)c1	18µM*	-34%	7.1µM*	-2%	2%	?	-13%	-1
2%	COc1ccc(CN(C)CC(=O)NC2CCCc3ccccc32)cc1OC (stereo not given)	-14%	-28%	15%[59 µM]	-4%	1%	14%	-12%	-1
2%	Cc1cccc(N2CCN(C(=O)c3cccn4c(=O)c5cc(Cl)ccc5nc34)CC2C)c1 (stereo not given)	?	-11%	6%[59 µM]	-8%	-3%	?	-11%	6
-7%	O=c1c2ccccc2n2cnnc2n1-c1ccccc1	-10%	-5%	1%	2%	-2%	19%	-12%	-3
-10%	CC(=O)N1CCN(C(=O)c2cc3c(s2)CCC(C)C3)CC1 (stereo not given)	-19%	-14%	-8%	i	-5%	16%	-13%	-3
5%	CC1(C)CC(=O)C2=C(C1)NC(=O)NC2c1ccccc1 (stereo not given)	-7%	-10%	-5%	7%	-3%	35%	-5%	4
18%	Nc1cc(F)ccc1N1CCCCCC1	?	-21%	?	-2%	-5%	51%[activator]	-15%	0
0%	O=C(COC(=O)c1c2ccccc2cc2ccccc12)NCC(F)(F)F	65%[activator][57.1 µM]	68%[activator]	127%[activator][59 µM]	2%	9%	159%[activator]	-9%	2
-8%	Cc1ccc(CN2CCc3[nH]c(=S)[nH]c(=O)c3C2)cc1	-12%	-13%	?	0%	-9%	19%[57 µM]	-1%	13
1%	C[C@H](CO)N1C[C@H](C)[C@@H](CN(C)S(=O)(=O)c2ccc(F)cc2)Oc2c(NS(=O)(=O)c3ccc(F)cc3)cccc2C1=O	-20%	/	/	-1%	-1%	35%	5%	-1
0%	O=C(CN(CC1CCCO1)C(=O)CNS(=O)(=O)c1ccc(F)cc1)NCC1CCCO1 (stereo not given)	-5%	-10%	-12%	-1%	-7%	5%	-8%	2
10%	CCOC(=O)NC(=O)CSc1ccc2ccccc2n1	-7%	/	12%	-2%	-1%	39%[activator]	-3%	5
-13%	CCCc1nnc(SCC(=O)N2CCCC(C)C2)n1CC1CCCO1 (stereo not given)	-36%	0%	16%	-3%	7%	3%	-17%	-3
10%	O=C(Nc1ccc(O)cc1)c1ccccc1OCc1ccccc1	-35%	?	-18%	-9%	-2%	23%	-26%	-4
-9%	O=C1c2ccccc2C2(c3cc(C(F)(F)F)cc(C(F)(F)F)c3)NCCN12 (stereo not given)	-22%	-3%	11%[2.33 µM]	-1%	-8%	40%[activator]	-27%	13
-6%	Oc1c(C(c2ccccc2)N2CCC(O)CC2)sc2nc(-c3ccco3)nn12 (stereo not given)	-14%	-33%	-16%[59 µM]	-3%	-11%	9%	4%	55
7%	Cc1cccc(NC(=O)Cn2cc(C(=O)C3CCCCC3)c3ccccc32)c1C	-4%	-15%	10%[59 µM]	1%	?	21%	-3%	-1
-6%	Cc1cc(Nc2ccc(F)cc2C)n2ncnc2n1	-29%	12%	4%[59 µM]	i	-4%	15%	1%	3
-10%	COc1cccc(N(CC(=O)Nc2cccc(F)c2)S(C)(=O)=O)c1	10%	15%	19%[59 µM]	-5%	-6%	29%	-20%	-11
-3%	Cc1cc(=O)n2nc(N3CCCC(C(=O)NCc4ccc(F)cc4)C3)sc2n1 (stereo not given)	-18%	-1%	-4%	-3%	-3%	16%	-10%	10
-11%	CCOC(=O)c1c(OCCO)nn(-c2ccccc2)c1N	2%	-4%	2%	-10%	2%	4%	-11%	2
-4%	CC(C)(C)OC(=O)N1CCC[C@H]1c1nnc(SCC(=O)Nc2ccc(Br)cc2)o1	6%	0%	-4%	-3%	1%	12%	-15%	0
10%	COc1cc(C(=O)NC2CCN(CC(=O)NC3CCCCC3C)CC2)cc(OC)c1OC (stereo not given)	-14%	1%	18%	-4%	3%	-18%	-17%	-1
16%	NC1=NCc2ccccc21	-6%	8%	-7%[2.33 µM]	-5%	-2%	28%	-6%	-1
-6%	COc1cc(OC)c(N(C)S(=O)(=O)c2cccc(C(=O)OCc3c(C)noc3C)c2)cc1Cl	-14%	-4%	5%	4%	10%	14%	-12%	0
4%	Cc1cccc(C)c1OCC(=O)Nn1c(=O)[nH]c2ccccc2c1=O	-12%	3%	16%[12.7 µM]	-3%	-6%	25%	-10%	-4
28%&4%	CCC(CC)C(=O)Nc1c(C(=O)N2CCN(c3ccccc3)CC2)oc2ccccc12	8%&-11%	-32%&-14%	-21%[59 µM]	-8%&10%	1%&-4%	36%&24%	-6%&-12%	0&0
0%	O=c1cc(-c2ccccc2)[nH]c2ccc(F)cc12	-17%	5%	79µM*!	0%	1%	35%	-11%	1
11%	COCCN(C(=O)COC(=O)c1ccccc1Cc1ccccc1)c1c(N)n(Cc2ccccc2)c(=O)[nH]c1=O	-21%	-3%	60%[activator][2.33 µM]	4%	2%	0%	-9%	1
12%	Cc1ccc(Cn2c(C)c(CNCc3ccc(OC(C)C)cc3)c(C(=O)O)c2C)cc1	-24%	?	-34%[59 µM]	15%	-1%	-4%	-3%	4
-9%	S=C(NCC1CCCO1)N1CCN(Cc2ccccc2)CC1 (stereo not given)	0.89µM*	20µM*	16µM*	i	3%	20µM*	-16%	-5
0%	COc1cccc2c(=O)c3c(oc12)CCCC3	/	/	/	i	/	/	-6%	3
0%	CCOC(=O)c1c(C2CC2)csc1NC(C)=O	13%[57.1 µM]	4%	-18%	2%	-1%	29%	-16%	1
3%	COC(=O)c1ccccc1NC(=O)N1CCC(n2c(C)nc3cccnc32)CC1	-9%	-14%	8%[59 µM]	8%	0%	12%	-13%	2
-16%	Cc1ccc(C)c(Nc2nn3c(=O)c4ccc(C(=O)NCc5cccnc5)cc4nc3s2)c1	-15%	6%	5%[59 µM]	-9%	-4%	37%	?	-2
-3%	CCn1c(CC(=O)Nc2ccc(Cl)cc2)nnc1SCC(=O)N1CCOCC1	-9%	-15%	47%	0%	1%	39%[activator]	-23%	3

Overlap with the part before: 2 compounds, followed by the next part.
GLS inh	smiles	JMJD2A Tudor	BAZ2B block	G9a inh	Tb PGK inh	Pin1 inh	HP1b binding inh	POLH inh	PI4K2A block
-16%	Cc1ccc(C)c(Nc2nn3c(=O)c4ccc(C(=O)NCc5cccnc5)cc4nc3s2)c1	-15%	6%	5%[59 µM]	-9%	-4%	37%	?	-2
-3%	CCn1c(CC(=O)Nc2ccc(Cl)cc2)nnc1SCC(=O)N1CCOCC1	-9%	-15%	47%	0%	1%	39%[activator]	-23%	3
2%	O=C1C2CC=CCC2C(=O)N1Cc1nnc(-c2ccc(Cl)cc2)o1 (stereo not given)	-3%	1%	21%	-3%	2%	40%[activator]	-5%	-1
22%	CCN(Cc1ccccc1)C(=O)CSc1nc(C)cc2c1C(=O)OC2	9%	-2%	-11%[2.33 µM]	5%	?	20%	-16%	-7
-9%	COc1ccc(C(=O)NCc2ccc(C)cc2)cc1S(=O)(=O)N1CCCc2ccccc21	-10%	2%	23%	1%	13%	27%	-10%	-1
7%	Cc1c(CC(=O)O)c(=O)oc2c(C)c(OCc3ccc(F)cc3F)ccc12	-31%	-17%	3%	i	-2%	23%	-11%	1
2%	CCCCOc1ccc(C2CC(=O)NC2=O)cc1 (stereo not given)	-4%	9%	-35%[12.7 µM]	-6%	-9%	23%	-15%	0
12%	COc1cc(C(=O)NNC(=O)Cc2ccc(S(=O)(=O)N3CCOCC3)s2)cc(OC)c1OC	0%	-4%	30%	-9%	7%	38%	-18%	-4
4%	Fc1ccc(-c2nnc3ccc(N4CCCC4)nn23)cc1	-23%	8%	-16%	-8%	7%	26%	-16%	-9
-26%	CCN(C(=O)Cn1nc(Cc2cccnc2)c2ccccc2c1=O)c1ccccc1F	-18%	-2%	-21%[59 µM]	3%	2%	46%[activator]	7%	-2
0%	COc1cccc(S(=O)(=O)Nc2cccc(C(=O)N3CCCC3)c2)c1	3%	-11%	15%	i	2%	42%[activator]	-12%	-2
